Screens deposited in PubChem by several laboratories.
PrPC surface inh: cell surface PrPC inhibition, primary TR-FRET screen; TR-FRET read-out; P04156; 0.43% of 370,000 active; inhibition, % at 13.8 µM; in the data active = inhibition above about 24%; note: 0% = median of the test wells and 100% = reference compound wells
SSB-PriA inh: inhibitors of Klebsiella pneumoniae PriA binding to SSB C-terminal tail. AlphaScreen SSBct-PriA binding, biotinylated peptide. inhibition, % at 33 µM. 0.6% of 430,000 active; in the data active = inhibition mostly above about 37%, no sharp cut-off; inactive = mostly below about 20%;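 note: plate controls were negative control peptide for no effect and reference peptide for full effect; strong numbers were not always called active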
Anthrax LF inh2: anthrax lethal factor protease inhibition | P15917 | inhibition, % at 10 µM | AID 588501 | multiplex microsphere protease cleavage assay, LF | 0.12% of 360,000 active; note: plate controls were buffer without enzyme for full effect and enzyme alone for no effect
BoNT-A LC inh2: blocks Botulinum neurotoxin A light chain protease; multiplex microsphere protease substrate cleavage, flow cytometry; inhibition, % at 10 µM; 0.17% of 360,000 active; note: plate controls were buffer without enzyme for full effect and enzyme alone for no effect
MazEF act: MazEF (E. coli) toxin RNase activation; P0AE70; FAM/BHQ RNA-DNA oligo cleavage fluorescence, 5 h; activation, % at 20 µM; 0.32% of 350,000 active; in the data active = activation above about 50%
Target sequence (P0AE70 whole entry, looked up): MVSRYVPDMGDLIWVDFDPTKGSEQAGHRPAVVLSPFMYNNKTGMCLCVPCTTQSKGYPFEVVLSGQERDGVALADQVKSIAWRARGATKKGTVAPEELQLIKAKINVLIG
CCHF vOTU inh: CCHFV vOTU protease inhibition. Pep-AMC fluorescence. inhibition, % at 11.5 µM. 0.55% of 370,000 active. AID 651958; in the data active = inhibition above about 30%; note: 0% = vehicle wells with enzyme and 100% = no enzyme wells
Rv3671c protease: inhibitors of M. tuberculosis serine protease Rv3671c. AID 2606. inhibition, % at 5.96 µM. 0.048% of 320,000 active; in the data active = inhibition above about 38%;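 note: extracellular domain of Rv3671c used as enzyme; 0% = enzyme with DMSO and 100% = no enzyme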
Target sequence (P9WHR9 whole entry, looked up, the tested form may be a part): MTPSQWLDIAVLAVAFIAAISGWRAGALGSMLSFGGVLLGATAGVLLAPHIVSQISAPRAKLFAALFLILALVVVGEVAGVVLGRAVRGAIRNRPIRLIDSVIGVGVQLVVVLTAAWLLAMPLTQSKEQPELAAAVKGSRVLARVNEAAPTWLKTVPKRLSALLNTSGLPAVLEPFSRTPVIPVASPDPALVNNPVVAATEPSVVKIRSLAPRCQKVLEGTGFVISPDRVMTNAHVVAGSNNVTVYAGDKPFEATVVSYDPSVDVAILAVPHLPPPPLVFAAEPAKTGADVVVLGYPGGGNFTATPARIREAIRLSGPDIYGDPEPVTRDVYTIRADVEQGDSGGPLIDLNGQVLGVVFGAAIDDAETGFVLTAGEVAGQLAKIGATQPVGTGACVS
VHR inh abs: DUSP3 (human) phosphatase inhibition; inhibition, % at 13.3 µM; recombinant VHR phosphatase, pNPP absorbance; 0.52% of 290,000 active; P51452; in the data active = inhibition above about 50%; note: some compounds called inactive have numbers as strong as hits
Target sequence (P51452 whole entry, looked up): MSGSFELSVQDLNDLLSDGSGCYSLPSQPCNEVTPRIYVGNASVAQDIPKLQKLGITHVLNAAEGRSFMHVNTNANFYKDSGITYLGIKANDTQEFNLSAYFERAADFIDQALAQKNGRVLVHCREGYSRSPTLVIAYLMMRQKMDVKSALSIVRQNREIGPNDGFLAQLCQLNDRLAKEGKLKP
BoNT-F LC inh: inhibitors of Botulinum neurotoxin F light chain protease | Multiplex microsphere protease cleavage assay, flow cytometry | inhibition, % at 10 µM | 0.22% of 360,000 active; in the data active = inhibition above about 35%, passing the limit was not always enough; inconclusive = no clear call, values can overlap the other calls; note: plate controls were buffer without enzyme for full effect and enzyme alone for no effect
SARS 3CLpro inh: SARS-CoV 3CLpro protease inhibition; P0C6X7; recombinant SARS-CoV 3CLpro, quenched FRET peptide cleavage; inhibition, % at 6 µM; 0.14% of 290,000 active; AID 1706; in the data active = inhibition above about 12%
Numbers without * were called inactive; u = inconclusive; x = no result given; & = joins results of further samples. Cut-off read from the data, not from the text of the source, unless noted: active = inhibition above about 30%; inconclusive = no clear call, values can overlap the other calls; inactive = below that.

SMILES | PrPC surface inh | SSB-PriA inh | Anthrax LF inh2 | BoNT-A LC inh2 | MazEF act | CCHF vOTU inh | Rv3671c protease | VHR inh abs | BoNT-F LC inh | SARS 3CLpro inh
COc1ccc(NC(=O)/C(C#N)=C/c2ccc[nH]2)c(OC)c1 | -1 | -19 | -5 | -1.2 | 8 | 3 | 1 | -14 | -11 | -2
COCCN(C(=O)COC(=O)CCC1CCCC1)c1c(N)n(Cc2ccccc2)c(=O)[nH]c1=O | -2 | -7 | -2 | 0.5 | 3 | -8 | 0 | x | 1 | x
Cc1oc(-c2ccccc2F)nc1CS(=O)CC(=O)NCc1ccc(F)cc1 (centres undefined) | 4 | -13 | -2 | 0.5 | -2 | -2 | 5 | 6 | -4 | -4
CCC(=O)Oc1ccc(C(=O)Nc2ccc3c(c2)C(=O)N(C2CCCCC2)C3=O)cc1 | 1 | -5 | -4 | 3.3 | -1 | -4 | -13 | -14 | 4 | -2
Cn1nc(C(C)(C)C)cc1C(=O)Sc1cccc(Br)c1 | 5 | 3 | x | x | -1 | -5 | -6 | -16 | x | -3
O=C(Cc1ccc(Br)cc1)OCC(=O)c1ccc2c(c1)OCCO2 | 9 | -38 | 2 | 0.5 | -10 | 15 | -11 | 30 | -15 | 4
NC(=O)C1CCN(C(=O)CC2(CC(=O)O)CCCC2)CC1 | 10 | -15 | -1 | -1.6 | 3 | 1 | 14 | 21 | -3 | 2
CN(CC(=O)N1CCc2ccccc2C1)S(=O)(=O)c1ccc2c(c1)c(=O)n(C)c(=O)n2C | -2 | -5 | -8 | -0.8 | 10 | 8 | -4 | 24 | -10 | 0
COc1ccc(OC)c(N2C(=O)C(Cl)=C(N3CCOCC3)C2=O)c1 | 3 | -12 | -2 | 0.0 | 8 | 0 | -1 | -8 | 1 | -1
Cc1ncc([N+](=O)[O-])n1CC(=O)NCc1ccccc1 | 4 | -7 | -6 | -1.8 | 1 | -2 | -4 | 24 | -13 | 1
O=C(OCCCN=C1NS(=O)(=O)c2ccccc21)c1ccc(F)cc1 | 4 | -4 | -2 | -0.4 | 4 | 4 | -9 | -6 | 1 | 0
Cc1ccc(S(=O)(=O)N2CCN(CC(O)COc3ccccc3)CC2)cc1 (centres undefined) | -7 | -9 | 0 | -1.7 | 2 | 9 | -7 | 1 | 2 | -4
CC(=O)NNc1cc(C)nc(NS(=O)(=O)c2ccc(C)cc2)n1 | 2 | 5 | x | x | 7 | 6 | -2 | 4 | x | -2
CCC(NC(=O)OC(C)(C)C)C(=O)Oc1ccc2c3c(c(=O)oc2c1)CCC3 (centres undefined) | -6 | -9 | -5 | -1.3 | -1 | -318 | -1 | 4 | -4 | 2
CCc1cc2c(CN(C)Cc3ccccc3F)cc(=O)oc2cc1O | -3 | 0 | -10 | -2.7 | 13 | -44 | -18 | 31 | -15 | -3
Cc1ccc(NC(=O)/C=C/c2cccc(C(F)(F)F)c2)cc1 | 8 | -8 | -6 | 0.0 | 2 | 8 | 4 | 5 | -7 | -1
COc1ccccc1-c1cc(C(=O)NCc2ccc(Cl)cc2)no1 | -3 | -2 | -4 | -0.2 | 4 | -2 | -24 | 27 | -19 | 0
Cc1ccc(S(=O)(=O)N2CCN(CC(=O)Nc3ccc4c(c3)CCC4)CC2)cc1C | 5 | 0 | 2 | -0.2 | 5 | 9 | -9 | -2 | 6 | -6
CC(=O)c1ccc(OCc2cc(=O)n3ccsc3n2)cc1 | 9 | -3 | 1 | 0.9 | 15 | 0 | 1 | -2 | -1 | -3
CNc1nc(C(=O)O)nc(N2CCOCC2)n1 | -7 | 3 | -3 | -0.1 | 1 | -11 | 4 | 13 | 4 | -1
COc1cc(NC(=O)COC(=O)CNC(=O)c2ccc(C)cc2)c(C)cc1[N+](=O)[O-] | -2 | -5 | -1 | 0.1 | -6 | 0 | -2 | 4 | -3 | 2
O=C(C[n+]1cc(Br)cc(Br)c1)c1ccc(-c2ccccc2)cc1 | 0 | 4 | -3 | 2.0 | 10 | 10 | -12 | 6 | 0 | -3
Cc1ccc(S(=O)(=O)N[C@@H](C)C(=O)N2CCC(C(=O)N[C@@H](Cc3ccccc3)C(=O)O)CC2)cc1 | 2 | -2 | 1 | 3.8 | -1 | 9 | 7 | -2 | 3 | 1
COCCNC(=O)C1CCCN(Cc2ccccc2)CC1 (centres undefined) | -4 | x | -2 | -0.2 | x | -3 | x | x | -6 | x
COc1ccc(Oc2coc3cc(O)ccc3c2=O)cc1 | -1 | 1 | -2 | 5.2 | -17 | -12 | x | 30 | u | 2
COc1ccc([C@H]2[C@H](C(=O)OC(C)(C)C)N3N=Cc4ccccc4C3C23C(=O)c2ccccc2C3=O)cc1OC (some centres undefined) | x | 0 | 2 | 7.8 | 19 | x | -8 | 5 | -12 | 3
Cc1ccc(S(=O)(=O)Nc2ccccc2C(=O)NCC2CCCO2)cc1 (centres undefined) | 1 | -7 | x | x | -1 | 19 | 3 | 24 | x | -1
O=C(c1ccco1)N1CCN(Cc2cc(=O)c(OCc3ccccc3)co2)CC1 | 1 | 5 | 3 | -5.4 | -5 | -2 | 4 | x | -4 | x
O=C(Cc1csc(NC(=O)Nc2cccc(Cl)c2)n1)NC1CCCC1 | 3 | 3&-16 | x | x | 6 | 9 | -4 | x | x | x
COc1ccc(Cc2nnc3c4cnn(C)c4ncn23)cc1 | 5 | -1 | 3 | -0.2 | -14 | -1 | 2 | 10 | -7 | -3
CCOC(=O)C1(Cc2ccccc2)CCN(Cc2cccc3c2OCO3)CC1 | -4 | -4 | -4 | -0.6 | -4 | 2 | 8 | 14 | 3 | 7
COc1ccc(-c2[nH]ncc2CNCCc2ncccc2C)cc1F | 2 | -12 | 3 | -0.6 | 7 | -1 | -1 | 44 | -3 | 8
CN(c1ccccc1)S(=O)(=O)c1ccc(Cl)c(C(=O)Nc2ccc(N3CCOCC3)cc2)c1 | 12 | 12 | -8 | 0.2 | 13 | 14 | 0 | 16 | -14 | -1
Cc1cc2ccc(C)c(C)c2nc1SCC#N | 2 | -25 | -3 | 0.1 | -10 | -3 | -3 | 13 | 0 | -3
CCOC(=O)[C@]12CCC=C1N(Cc1ccc(Cl)cc1Cl)C(=O)[C@H](CC(=O)NCc1cccs1)C2 | 0 | x | -4 | -0.1 | x | 11 | x | x | -6 | x
Cc1cc(=O)oc2cc(NC(=O)c3cccc(S(=O)(=O)N(C)C)c3)ccc12 | 2 | -13 | -1 | -0.1 | 4 | -7 | 1 | -19 | 6 | -4
CC(=O)N[C@H]1[C@H]([C@H](O)[C@H](O)CO)O[C@](O)(C(=O)O)C[C@@H]1O | 2 | -4 | -4 | -0.4 | -16 | 9 | x | x | -10 | x
CC1(c2ccc3noc(-c4ccc(Cl)cc4)c3c2)OCCO1 | -5 | -20 | -2 | 1.7 | 7 | 2 | -1 | 11 | 7 | -4
CCCCc1nnc(NC(=O)CSc2nc(N)cc(=O)[nH]2)s1 | -2 | -6 | 3 | 0.7 | -17 | -3 | -1 | -29 | 4 | 0
COc1ccc(/C=N\NC(=O)COc2ccccc2Cl)cc1Cn1nc(C)cc1C | -6 | x | x | x | -2 | 12 | -7 | 30 | x | 1
O=C(C[C@H]1C/C=C\CC[C@H](Cc2ccc(F)cc2)C(=O)OC[C@H]2CCCN2C1=O)NCCO | -5 | x | -2 | 0.4 | -21 | -2 | -4 | x | -4 | x
O=C(CN1C(=O)NC2(CCCc3ccccc32)C1=O)N1CCN(C(=O)c2ccco2)CC1 (centres undefined) | 1 | 6 | 2 | -0.4 | -3 | 0 | -6 | 54* | 7 | -11
O=C(O)CSCC(=O)NCc1csc2ccc(Cl)cc12 | -2 | -19 | 1 | -0.3 | 2 | -1 | 2 | 20 | -4 | 3
O=C(N/N=C/c1cccc(Br)c1)C1CC(=O)N(c2ccccc2)C1 (centres undefined) | 1 | x | 15 | -1.8 | 8 | 3 | -4 | -9 | -11 | -2
COc1cc(S(=O)(=O)NC2CCCC2)ccc1-n1cnnn1 | -1 | 4 | 4 | 0.8 | 8 | -18 | -5 | 13 | -4 | 3
OCC1CCCN(Cc2ccc(-c3ccccc3)cc2)C1 (centres undefined) | 0 | -13 | -2 | 0.5 | 7 | -12 | 0 | 14 | 0 | 0
Cc1ccc(S(=O)(=O)/N=C/N(C)C)cc1 | -4 | x | 4 | 0.3 | 4 | -11 | -5 | -4 | 5 | 1
O=C(c1c(Cl)cccc1Cl)N1CCN(c2ccccn2)CC1 | 1 | -7 | -4 | -1.6 | 8 | -4 | -2 | -14 | -13 | 3
CC1=CC(C)(C)NC(=S)N1c1ccc(C)cc1C | 5 | -3 | 0 | 0.0 | -9 | -14 | -8 | 25 | -6 | 7
CC(Cc1n[nH]c(=S)o1)c1ccccc1 (centres undefined) | 8 | -6 | 1 | -0.9 | 6 | 18 | 10 | 23 | -5 | 3

16 consecutive compounds already listed, for reference:
SMILES | PrPC surface inh | SSB-PriA inh | Anthrax LF inh2 | BoNT-A LC inh2 | MazEF act | CCHF vOTU inh | Rv3671c protease | VHR inh abs | BoNT-F LC inh | SARS 3CLpro inh
CCOC(=O)[C@]12CCC=C1N(Cc1ccc(Cl)cc1Cl)C(=O)[C@H](CC(=O)NCc1cccs1)C2 | 0 | x | -4 | -0.1 | x | 11 | x | x | -6 | x
Cc1cc(=O)oc2cc(NC(=O)c3cccc(S(=O)(=O)N(C)C)c3)ccc12 | 2 | -13 | -1 | -0.1 | 4 | -7 | 1 | -19 | 6 | -4
CC(=O)N[C@H]1[C@H]([C@H](O)[C@H](O)CO)O[C@](O)(C(=O)O)C[C@@H]1O | 2 | -4 | -4 | -0.4 | -16 | 9 | x | x | -10 | x
CC1(c2ccc3noc(-c4ccc(Cl)cc4)c3c2)OCCO1 | -5 | -20 | -2 | 1.7 | 7 | 2 | -1 | 11 | 7 | -4
CCCCc1nnc(NC(=O)CSc2nc(N)cc(=O)[nH]2)s1 | -2 | -6 | 3 | 0.7 | -17 | -3 | -1 | -29 | 4 | 0
COc1ccc(/C=N\NC(=O)COc2ccccc2Cl)cc1Cn1nc(C)cc1C | -6 | x | x | x | -2 | 12 | -7 | 30 | x | 1
O=C(C[C@H]1C/C=C\CC[C@H](Cc2ccc(F)cc2)C(=O)OC[C@H]2CCCN2C1=O)NCCO | -5 | x | -2 | 0.4 | -21 | -2 | -4 | x | -4 | x
O=C(CN1C(=O)NC2(CCCc3ccccc32)C1=O)N1CCN(C(=O)c2ccco2)CC1 (centres undefined) | 1 | 6 | 2 | -0.4 | -3 | 0 | -6 | 54* | 7 | -11
O=C(O)CSCC(=O)NCc1csc2ccc(Cl)cc12 | -2 | -19 | 1 | -0.3 | 2 | -1 | 2 | 20 | -4 | 3
O=C(N/N=C/c1cccc(Br)c1)C1CC(=O)N(c2ccccc2)C1 (centres undefined) | 1 | x | 15 | -1.8 | 8 | 3 | -4 | -9 | -11 | -2
COc1cc(S(=O)(=O)NC2CCCC2)ccc1-n1cnnn1 | -1 | 4 | 4 | 0.8 | 8 | -18 | -5 | 13 | -4 | 3
OCC1CCCN(Cc2ccc(-c3ccccc3)cc2)C1 (centres undefined) | 0 | -13 | -2 | 0.5 | 7 | -12 | 0 | 14 | 0 | 0
Cc1ccc(S(=O)(=O)/N=C/N(C)C)cc1 | -4 | x | 4 | 0.3 | 4 | -11 | -5 | -4 | 5 | 1
O=C(c1c(Cl)cccc1Cl)N1CCN(c2ccccn2)CC1 | 1 | -7 | -4 | -1.6 | 8 | -4 | -2 | -14 | -13 | 3
CC1=CC(C)(C)NC(=S)N1c1ccc(C)cc1C | 5 | -3 | 0 | 0.0 | -9 | -14 | -8 | 25 | -6 | 7
CC(Cc1n[nH]c(=S)o1)c1ccccc1 (centres undefined) | 8 | -6 | 1 | -0.9 | 6 | 18 | 10 | 23 | -5 | 3

Only part of the results is shown. The share of hits here may be higher or lower than overall.
